TRAIL sens C8: sensitizes caspase-8 expressing cells to TRAIL. inhibition (viability loss, TRAIL sensitization), % at 10 µM. 360,000 compounds, 1% hits. NB7+C8 cells + TRAIL, ATPlite viability luminescence;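 active = compounds causing at least 50% loss of cell viability in the single-dose screen, relative to plate controls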
TWEAK Fn14 block: blocks TWEAK-Fn14 interaction in a reporter cell assay | 360,000 compounds, 2% hits | TWEAK-stimulated Fn14 reporter cells, luciferase luminescence, 8 h | AID 1159606 | inhibition, % at 10 µM; in the data active = inhibition above about 50%
NR5A2 inv ag: inverse agonists of human LRH-1 (NR5A2). O00482. HEK293T StAR-luciferase reporter, LRH-1 transfected, 24 h. 360,000 compounds, 0.13% hits. inhibition, % at 3.6 µM. AID 602396;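 active = inhibition above the mean inhibition of all tested compounds plus 3 SD, cut at about 73% in these data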;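 also: 0% = DMSO wells and 100% = reporter-only cells lacking LRH-1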
SRC1 inh: inhibits human SRC1 coactivator | Q15788 | HEK293 GAL4-SRC1 luciferase reporter, luminescence | inhibition, % at 3.6 µM | 360,000 compounds, 0.12% hits | AID 588354;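 active = inhibition above the campaign mean plus 3 SD, with each screening campaign given its own cutoff, cut at about 60% in these data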;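 also: 0% = DMSO treated cells and 100% = gossypol at 36 µM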
Target sequence (Q15788 whole entry, looked up, the tested form may be a part): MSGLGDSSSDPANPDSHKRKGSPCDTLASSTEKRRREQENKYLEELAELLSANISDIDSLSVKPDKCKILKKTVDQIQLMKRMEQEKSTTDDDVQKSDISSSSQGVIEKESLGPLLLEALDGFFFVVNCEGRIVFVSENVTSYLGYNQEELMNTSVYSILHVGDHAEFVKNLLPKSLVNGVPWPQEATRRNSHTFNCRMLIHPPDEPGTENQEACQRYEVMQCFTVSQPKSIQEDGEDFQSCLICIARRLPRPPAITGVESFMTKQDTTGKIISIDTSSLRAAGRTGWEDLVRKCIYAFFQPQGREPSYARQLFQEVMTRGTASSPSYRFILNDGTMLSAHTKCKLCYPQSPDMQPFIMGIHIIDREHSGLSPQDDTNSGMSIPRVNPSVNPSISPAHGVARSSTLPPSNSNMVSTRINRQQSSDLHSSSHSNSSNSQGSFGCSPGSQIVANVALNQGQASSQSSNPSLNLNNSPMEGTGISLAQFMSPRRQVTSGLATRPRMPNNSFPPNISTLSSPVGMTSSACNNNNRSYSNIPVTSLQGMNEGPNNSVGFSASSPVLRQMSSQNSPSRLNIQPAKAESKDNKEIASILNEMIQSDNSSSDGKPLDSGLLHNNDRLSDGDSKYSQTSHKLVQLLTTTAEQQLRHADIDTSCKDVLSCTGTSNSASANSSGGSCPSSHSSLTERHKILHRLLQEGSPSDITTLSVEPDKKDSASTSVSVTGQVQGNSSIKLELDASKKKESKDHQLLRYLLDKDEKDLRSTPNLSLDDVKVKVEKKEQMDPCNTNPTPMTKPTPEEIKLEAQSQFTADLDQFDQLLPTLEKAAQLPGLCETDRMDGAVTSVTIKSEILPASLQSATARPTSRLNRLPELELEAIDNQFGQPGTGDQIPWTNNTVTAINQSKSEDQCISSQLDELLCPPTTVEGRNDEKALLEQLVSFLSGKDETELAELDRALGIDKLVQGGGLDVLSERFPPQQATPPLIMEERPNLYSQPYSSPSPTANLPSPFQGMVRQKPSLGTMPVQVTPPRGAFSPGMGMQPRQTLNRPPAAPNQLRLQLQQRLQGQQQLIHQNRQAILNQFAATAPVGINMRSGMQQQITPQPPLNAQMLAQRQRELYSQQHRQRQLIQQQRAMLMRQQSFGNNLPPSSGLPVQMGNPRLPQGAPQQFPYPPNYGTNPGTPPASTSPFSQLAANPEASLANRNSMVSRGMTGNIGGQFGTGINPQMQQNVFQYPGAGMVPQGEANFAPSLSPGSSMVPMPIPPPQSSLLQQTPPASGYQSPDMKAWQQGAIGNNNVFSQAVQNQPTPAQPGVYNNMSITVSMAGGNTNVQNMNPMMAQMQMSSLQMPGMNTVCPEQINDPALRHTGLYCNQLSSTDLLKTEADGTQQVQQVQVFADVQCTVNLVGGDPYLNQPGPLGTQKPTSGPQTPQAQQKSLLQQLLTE
NR2F2 inh: inhibitors of human COUP-TFII (NR2F2). inhibition, % at 8.6 µM. HEK293T NGFI-A luciferase reporter, luminescence. 370,000 compounds, 0.7% hits;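 active = inhibition above a per-plate cutoff, mean inhibition of test wells between control levels plus 3 SD, cut at about 38% in these data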;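 also: cells cotransfected with COUP-TFII expression vector driving the NGFI-A reporter; 0% = median of COUP-TF2 test wells and 100% = reporter-only cells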
CF NFkB inh: inhibitors of cystic fibrosis induced NF-kB. AID 588850. 360,000 compounds, 0.86% hits. inhibition, % at 5 µM. KKLEB NF-kB-GFP reporter, PAF-induced, GFP fluorescence overnight;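 active = at least 50% inhibition at 5 µM, scaled per plate between neutral and stimulator controls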;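 also: PAF is a Pseudomonas aeruginosa culture filtrate used as stimulus; plate controls were PAF-stimulated DMSO wells for no effect and unstimulated DMSO wells for full effect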
TROY signal inh: inhibitors of TROY-dependent NF-kB signaling. 360,000 compounds, 0.98% hits. Q293 LMP1-TROYcd NF-kB luciferase reporter, 4 h. inhibition, % at 10 µM. AID 1347056;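 active = compounds whose plate-normalised and pattern-corrected inhibition of the luciferase reporter signal at the single screening dose is 50% or more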
Shn3 inh set2: Schnurri-3 reporter inhibition in Clone20 osteoblasts. Clone20 osteoblast Shn3 3'UTR firefly luciferase, 24 h. inhibition, % at 12.5 µM. 360,000 compounds, 0.52% hits;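 active = mean inhibition of at least 75% with every replicate also reaching 75%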;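 also: 0% = median of neutral control wells and 100% = pilot-screen positive control compound; some compounds past the cut are filed as inactive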
KKLEB cytotox: counter-screen for CF NF-kB inhibitors: cytotoxicity; KKLEB CF airway cells viability, ATPlite luminescence, overnight; active compounds read low; cells stimulated with P. aeruginosa culture filtrate; activity change (cytotoxicity), % at 5 µM; 360,000 compounds, 0.36% hits; AID 602141;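 active = corrected activity change at or below -50% at 5 µM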
EBV LMP1 NFkB: inhibitors of Epstein-Barr LMP1-induced NF-kappaB reporter; inhibition, % at 12.5 µM; 350,000 compounds, 0.69% hits; LMP1-induced NF-kappaB luciferase reporter cells, luminescence; in the data active = inhibition above about 41%;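 also: 0% = neutral control wells and 100% = reference inhibitor control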
NCOA3 inh: human NCOA3 inhibition. Q9Y6Q9. HEK293 GAL4-SRC3 luciferase reporter, luminescence. inhibition, % at 3.6 µM. 360,000 compounds, 0.17% hits. AID 588352;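 active = inhibition above a per-campaign cutoff, the mean of all compounds plus 3 SD, cut at about 60% in these data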;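 also: 0% = DMSO-treated cells and 100% = gossypol-treated cells at 36 µM; higher means less SRC3-driven luciferase light from the GAL4 reporter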
* hit, by the source's call; . = not tested or not shown. An excerpt; rates above refer to the full screens.

SMILES	TRAIL sens C8	TWEAK Fn14 block	NR5A2 inv ag	SRC1 inh	NR2F2 inh	CF NFkB inh	TROY signal inh	Shn3 inh set2	KKLEB cytotox	EBV LMP1 NFkB	NCOA3 inh
CC(C)(C)OC(=O)N1CCCC(C(=O)Nc2ccc(C(=O)NCCc3ccccc3)cc2)C1 (stereo not drawn)	-4	-10	-8	-3	10	10	-11	-16	-2	2	-1
COc1ccc(OCC(=O)NNC(=O)c2ccc3c(=O)n4c(nc3c2)CCC4)cc1	3	12	1	-6	-10	-10	-21	-15	12	-2	9
CCOc1cc(C2C(C(=O)N3CCCCC3)=C(C)NC3=C2C(=O)CCC3)cc(Br)c1O (stereo not drawn)	14	16	25	2	-8	-22	9	-5	3	3	-5
COc1cccc(C(=O)COC(=O)CCC(=O)c2ccccc2)c1	-1	-12	23	18	-6	-8	0	-10	4	-2	-6
O=C(Nc1ccccc1)C1=C[C@H](c2ccc3c(c2)OCO3)C[C@H](OCCCCO)O1	19	-19	-22	-29	-31	-16	16	-64	2	-6	-55
CNC(=O)c1cc2ccccc2o1	-5	5	14	5	-9	-7	6	-6	8	-6	3
Cc1ccc(-c2cn3c(=S)[nH]nc3s2)cc1	13	20	-2	4	-10	-12	-1	3	-2	-3	9
Cc1cc(C)n(Cc2ccc(Cl)cc2Cl)c(=O)c1S(=O)(=O)c1ccccc1	-5	4	-16	1	-8	11	-21	15	-6	11	0
O=C(CCSc1ccccc1)N1CCN(c2ccccc2F)CC1	-1	-8	-88	-153	-18	4	-63	-64	4	-37	-72
O=C(CN1CCN(C/C=C/c2ccccc2)CC1)NCc1ccc(Cl)cc1	-5	-2	-11	-23	-31	16	3	-21	-13	-4	5
CCc1ccc(N(C(=O)c2ccco2)C(C(=O)NC2CCCC2)c2ccco2)cc1 (stereo not drawn)	-16	2	-7	-19	-5	11	-87	-10	-9	-3	2
CCOc1ccc(S(=O)(=O)NCc2ccccn2)cc1	-13	-30	1	-5	4	8	-6	-8	1	-3	-4
COc1ccc(C(=O)CSC2=C(C#N)C3(CCCCC3)C(C#N)=C(N)N2)cc1	-3	24	-16	9	-19	9	11	36	6	4	14
Nn1c(SCC(=O)NC2CCS(=O)(=O)C2)nnc1-c1cccs1 (stereo not drawn)	-6	3	-2	7	-11	9	-3	-32	0	-1	-5
CCCN(CC(=O)Nc1ccc(F)c(F)c1F)C(=O)c1ccc2c(c1)NC(=O)CS2	3	9	9	-1	7	-21	9	0	1	1	12
COc1ccc(C(O)c2nc(-c3ccccc3C)cs2)cc1 (stereo not drawn)	-16	14	-3	2	-12	6	-33	1	-4	.	8
CCCNC(=O)COC(=O)/C=C/c1ccco1	2	-1	-14	5	6	-8	4	-27	4	-2	-2
Cc1ccc(C)c(S(=O)(=O)N/N=C2/CCCc3ccccc32)c1	2	14	13	-17	-2	-6	6	-2	11	-9	21
Cc1ccc(CNC(=O)CCNS(=O)(=O)c2ccc(C)cc2)cc1	-1	-5	-10	-8	-4	-2	-5	3	9	-8	19
O=C(CCNC(=O)c1ccc(Br)cc1)Nc1nccs1	18	-6	-19	-8	1	-1	-29	-6	-2	-6	-11
COC(=O)/C=C(\C)NC(=O)c1ccccc1Cl	2	-16	-10	-41	-11	8	-3	-15	-1	-7	-10
CCOC(=O)c1c(NC(=O)CSc2nc3ccccc3[nH]2)sc2c1CC(C)(C)NC2(C)C	30	-5	2	-1	9	-6	21	4	-20	-6	-26
CCCCNC(=O)C1(C)CCN1C(=O)c1ccc2sccc2c1 (stereo not drawn)	0	-1	7	1	-2	36	-3	0	-16	.	-6
CC1CCCCN1C(=O)CN1CCN(S(=O)(=O)c2ccc(Br)cc2Cl)CC1 (stereo not drawn)	-3	-21	12	3	-3	12	-10	-3	-12	-5	-9
Cc1cc(NC(=O)COn2nnc3ccccc32)no1	6	6	1	-11	-14	-13	10	-13	4	-4	-27

Reprinted at random: 2 entries already listed, in no set order.
SMILES	TRAIL sens C8	TWEAK Fn14 block	NR5A2 inv ag	SRC1 inh	NR2F2 inh	CF NFkB inh	TROY signal inh	Shn3 inh set2	KKLEB cytotox	EBV LMP1 NFkB	NCOA3 inh
O=C(Nc1ccccc1)C1=C[C@H](c2ccc3c(c2)OCO3)C[C@H](OCCCCO)O1	19	-19	-22	-29	-31	-16	16	-64	2	-6	-55
CCCNC(=O)COC(=O)/C=C/c1ccco1	2	-1	-14	5	6	-8	4	-27	4	-2	-2

Next records follow.
SMILES	TRAIL sens C8	TWEAK Fn14 block	NR5A2 inv ag	SRC1 inh	NR2F2 inh	CF NFkB inh	TROY signal inh	Shn3 inh set2	KKLEB cytotox	EBV LMP1 NFkB	NCOA3 inh
CCC1(C(=O)O)NC(c2cccc(OC)c2O)C2C(=O)N(c3ccccc3)C(=O)C21 (stereo not drawn)	-1	-10	7	7	-6	0	3	2	6	3	3
O=C(c1ccc(CNS(=O)(=O)c2ccc(Br)cc2)cc1)N1CCCCCC1	-4	5	-8	11	6	3	7	23	24	7	-17
Cc1ccccc1/C=C1\OC(=O)c2ccccc21	2	-3	8	-1	-26	0	-5	-21	12	6	16
CCNC(=S)N1CCN(CCN=CC2=C(O)CC(C)(C)CC2=O)CC1	1	-5	5	5	3	-6	-6	.	-6	6	17
NS(=O)(=O)c1ccc(CNC(=O)CCC2CCCCC2)cc1	8	-4	15	6	-12	-11	6	3	8	1	5
O=C(CSc1ncnc2nc[nH]c12)Nc1ccccc1C(F)(F)F	7	6	-3	6	2	5	10	5	-10	-9	2
Cn1c(COc2ccccc2)nnc1SCCC(=O)Nc1ccccc1	-1	26	19	-10	-9	-1	18	8	0	-3	7
Cc1c(NC(=O)CSc2nnc(-c3ccccc3F)o2)c(=O)n(-c2ccccc2)n1C	-21	-9	-11	-12	-12	7	-11	-32	5	-1	-4
CC(NC(=O)Cc1cccs1)c1ccncc1 (stereo not drawn)	-18	-1	-11	2	7	11	5	-2	-1	-4	6
COc1ccc(NC(=O)COC(=O)c2ccc(S(=O)(=O)N3CCCC3)cc2)cc1OC	8	3	-7	2	-1	22	0	-13	14	15	26
Brc1ccc(C2=CC(c3cccs3)n3ncnc3N2)cc1 (stereo not drawn)	41	43	25	-13	4	-138	3	7	7	0	-3
Cc1ccc(C)c2nc(SCC(=O)Nc3ccc4c(c3)OCO4)c(C#N)cc12	2	-1	5	-6	8	-26	11	-15	9	-8	16
Cc1cc(CN(C)C(=O)CC2C(=O)NCCN2Cc2c(F)cccc2Cl)on1 (stereo not drawn)	-30	-4	.	.	8	2	-15	1	-6	2	.
Cc1ccc2[nH]c(C)cc(=S)c2c1	-1	23	9	-5	2	37	3	-16	-18	8	13
CC(OC(=O)/C(C#N)=C/c1ccco1)C(=O)N(C)c1ccccc1 (stereo not drawn)	-2	-15	-5	-4	-8	-3	-15	.	0	-3	11
CC(C)(C)C1CCc2c(sc(NC(=O)C3CCCO3)c2C(N)=O)C1 (stereo not drawn)	-3	-10	-6	-17	-5	5	11	-16	-21	-11	-1
CCCCN(CC)C(=O)CN1C(=O)c2ccccc2C1=O	-12	-13	13	1	-18	1	11	-5	2	-6	2
Fc1cccc(CCN2CCNC[C@H]2Cc2cccc3ccccc23)c1	5	5	0	-10	-5	11	-8	-27	-6	3	-2
COc1cccc(N2CC(C(=O)NNC(=O)c3ccc(Cl)cc3)CC2=O)c1 (stereo not drawn)	-14	1	6	13	-11	2	24	7	1	6	7
Cc1ccc(C)c(NC(=O)COC(=O)COc2cccc3c2OC(C)(C)C3)c1	15	-17	10	-84	11	15	-1	12	-10	-1	5
CN(C)N=Nc1ccc(S(=O)(=O)NC(=O)Cc2ccccc2)cc1	6	-14	-18	-6	22	-8	-13	12	0	4	-13
O=C(C1CCC1)N1CCc2cc(S(=O)(=O)NCCN3CCN(c4ccccc4F)CC3)ccc21	-2	19	13	5	10	-20	22	47	12	15	0
Nc1nnc(-c2ccccc2)s1	-6	18	-29	-6	-26	-6	-57	-22	-2	-3	-18
Cc1cc(C)c(S(=O)(=O)N2CCN(C(=O)C3CCCO3)CC2)c(C)c1 (stereo not drawn)	0	7	4	1	-8	-3	12	11	4	-3	9
Cc1cc(C)nc(CCNC(=O)c2cc(COc3ccc(F)cc3F)on2)n1	-4	-5	3	-13	0	12	-7	6	-10	-5	12
New compounds follow.
SMILES	TRAIL sens C8	TWEAK Fn14 block	NR5A2 inv ag	SRC1 inh	NR2F2 inh	CF NFkB inh	TROY signal inh	Shn3 inh set2	KKLEB cytotox	EBV LMP1 NFkB	NCOA3 inh
CCn1ccnc1CN1CCC(CO)(CCOc2ccccc2)CC1	18	-2	-6	-8	0	6	4	-16	3	2	0
CCOP1(=O)C=C(Sc2ccc([N+](=O)[O-])cc2[N+](=O)[O-])C(C)(C)O1 (stereo not drawn)	-8	-14	-2	1	-8	-17	4	-15	13	3	-3
CCOC(=O)Cc1csc(NC(=O)CCCCCN2C(=O)c3cccc4cccc(c34)C2=O)n1	14	-26	-15	3	-11	12	22	19	-4	12	-17
CC1CC(C)CN(C(=O)c2ccc(S(=O)(=O)N3CCCCC3)cc2)C1 (stereo not drawn)	10	13	-4	-29	8	-33	12	13	-1	-4	12
COCCCNCCOc1ccccc1-c1ccccc1	2	3	1	8	-24	1	-5	8	-4	-6	16
O=C(Nc1ccc(CN2CCCCC2)cc1)c1ccc2c(c1)OCO2	-4	-30	-19	-23	6	3	1	-21	1	-3	-21
CC(=O)c1c(C)[nH]c(C(=O)NCc2ccccn2)c1C	5	-12	-3	-19	-29	-9	-14	-10	9	-5	-27
O=C(Nc1cccc(Cl)c1)OC1CCCCc2cccnc21 (stereo not drawn)	-9	-10	1	4	4	3	-5	4	14	7	28
COc1ccc(C(=O)Nc2ccc(Br)cc2F)cc1S(=O)(=O)N1CCCC1	2	18	-12	-2	-4	-3	10	25	1	-6	5
O=C(c1ccco1)N1CCN(C(c2ccc(Cl)cc2)c2nnnn2Cc2ccccc2)CC1 (stereo not drawn)	-16	1	19	6	-3	-12	-16	4	11	10	2
Cc1cccc(N2CCN(c3nnc(C(F)(F)F)s3)CC2)c1	1	5	-13	-11	-3	2	5	-2	1	-10	19
Cc1nnc(NC(=O)CSc2nnc(CNC(=O)C34CC5CC(CC(C5)C3)C4)n2C2CCCCC2)s1	-13	2	-4	12	4	-10	0	9	23	1	-23
Cc1cccc(C)c1NC(=O)CN(C)C(=O)c1cccc(S(=O)(=O)N2CCN(C)CC2)c1	-7	1	1	-28	8	17	-27	1	-8	4	-3
Cc1cccc(C(=O)N2CCc3ccccc3C2)c1[N+](=O)[O-]	-5	8	11	2	6	4	5	-7	-8	4	13
COc1ccc(S(=O)(=O)N2CCOCC2)cc1NC(=O)CSc1cc(C)ccc1C	5	-23	-4	-1	-8	-8	12	6	1	-5	-13
CC[C@H](C)[C@@H](NC(=O)O[C@@H]1C(=O)c2cc(OC)ccc2O[C@H]1c1ccc(OC)c(Br)c1)C(=O)OC	6	-11	-8	-34	.	4	-19	5	5	6	-15
CCn1cc(CNC(=O)c2cc([N+](=O)[O-])c(C)c([N+](=O)[O-])c2)cn1	24	-4	5	11	-13	13	-22	3	-10	-2	15
O=C(NCc1ccccc1)C1CCN(c2nc(-c3ccccc3)nc3c2CCC3)CC1	31	0	2	-9	3	23	5	53	-18	24	14
O=C(Nc1cc(F)cc(F)c1)c1sc(Cl)nc1-c1ccccc1	0	-7	7	-5	-6	0	-6	11	8	4	6
